# Source: PubChem (Broad Institute)
# PAX8 reporter = lowers PAX8-driven luciferase in RMG-I cells; AID 652154; inhibition, % at 12.6 µM; 360,000 compounds, 1.2% hits; RMG-I TPO-luciferase reporter, SteadyGlo, 24 h;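 active means mean replicate inhibition at least 60% with every replicate also reaching 60%; inconclusive means only one of the two criteria is met; inactive means mean below 60% and not all replicates reaching 60%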;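 further: luciferase light reporting Pax8 driven TPO promoter activity; plate controls were median of neutral control wells for no effect and mitoxantrone controls for full effect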
# CFTR F508del cor = CFTR F508del correction in bronchial cells | CFBE cells, YFP halide quenching; stimulated with forskolin plus potentiator P3; % fluorescence drop versus neutral controls | activity (quench increase), % at 7.58 µM | 350,000 compounds, 0.36% hits | AID 720511;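 active means mean added fluorescence quench of at least 8% versus neutral control, with both replicates also reaching 8%; inconclusive means only one of the mean or replicate conditions met; inactive means mean below 8% and not both replicates reaching 8%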;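 further: cells transiently co-express mutant CFTR-F508del with the halide-sensitive YFP; corrector assay measuring rescue of mutant channel to the surface after 24 h compound exposure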
# miR-122 sensor = blocks miR-122 activity in Huh7 sensor cells; Huh7 miR-122 Renilla luciferase sensor, 48 h; neutral wells = 0, positive control = 100; activation (reporter increase), % at 12.5 µM; 340,000 compounds, 0.3% hits; AID 602342;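 active means mean replicate activation score at least 90 and every replicate individually at or above 90; inconclusive means only one of the two criteria met; inactive means neither criterion met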;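 further: higher luciferase means less miR-122 activity so hits act as miR-122 inhibitors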
# EWS-Fli inh = inhibitors of EWS/Fli oncoprotein transcriptional activity. A673 NR0B1-luciferase reporter, viability-normalised. inhibition, % at 12.6 µM. 350,000 compounds, 0.67% hits. AID 651661;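 active means mean inhibition of at least 50% after viability correction, with every replicate also passing that limit; inconclusive means mean reaches 50% but only one of two replicates passes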;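 further: firefly luciferase signal divided by Alamar Blue viability fluorescence both relative to DMSO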
# FN deposit inh = fibronectin deposition inhibition | AH1F fibroblasts, Alexa488-fibronectin deposition fluorescence, overnight | inhibition, % at 12.6 µM | 350,000 compounds, 0.086% hits | AID 743247;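 active means mean inhibition across replicates of 30% or more, regardless of how many single replicates reach that level; inconclusive means mean under 30% yet at least half of replicates reach 30%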;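 further: positive control wells lacked labelled fibronectin entirely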
#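 Material – AH1F fibroblast monolayer, labelled fibronectin deposition · Reagent – labelled fibronectin 24 nM · Timing – 1 h adhesion, overnight exposure · Measured by – fluorescence at 485 nm excitation, 525 nm emission · Read-out – inhibition of fibronectin deposition signal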
# GSIS activator = primary screen for activators of insulin secretion dependent on glucose, INS-1E cells, GLuc reporter luminescence | activation, % at 16.6 µM | 370,000 compounds, 0.61% hits | INS-1E GLuc reporter insulin secretion, 2-3 h | AID 743287;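 active means lowest replicate activation of at least 40%, so every replicate reaches that level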;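 further: 0% = median of neutral control wells and 100% = median of IBMX positive control wells; some compounds called inactive have numbers as strong as hits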
# DENV2 CPE rescue = inhibitors of DENV2 cytopathic effect; AID 651640; 350,000 compounds, 1.7% hits; CPE inhibition, % at 9.99 µM; DENV2-infected cells, cytopathic effect rescue, plate reader; in the data active means CPE inhibition above about 20%, passing the limit was not always enough; inconclusive means no clear call, values can overlap the other calls; tested in BHK-21 cells;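 further: 0% = median of neutral control wells and 100% = median of positive control wells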
# The depositor's hits bear a star; ? = inconclusive; / = not tested or not shown; & = joins results of further samples; [ ] = dose if it differs, or a comment. Some of the compounds tested; count on the stated rates, not on these rows.
SMILES,PAX8 reporter,CFTR F508del cor,miR-122 sensor,EWS-Fli inh,FN deposit inh,GSIS activator,DENV2 CPE rescue
O=C(NC1CCCCC1)N1Cc2cc(-c3ccccc3)ccc2-n2nncc2C1,-6,5.3,13,0,-9,3,-2
CCCN1[C@@H]2c3ccc(-c4ccccc4)c(=O)n3C[C@H]1[C@H](CO)[C@H]2C(=O)OC,3,-2.6,7[16.7 µM],5,/,2,11
O=c1[nH]c2ccccc2n1C1CCN(Cc2ccc(-c3nc4ccccc4nc3-c3ccccc3)cc2)CC1,48,1.8,/,9,/,-15,-4
CCOP(=O)(OCC)C(NC(=O)NC)C(N)=O (stereo unspecified),4,-0.6,8,-6,1,-1,-1
CC(C)CC(=O)NC(Oc1ccc(Cl)cc1)C(Cl)(Cl)Cl (stereo unspecified),12,/,-1,/,-3,/,/
COc1cccc(-n2c(/C=C/c3ccc(O)c(O)c3)nc3ccccc3c2=O)c1,24,1.8,/,24,0,14,-11
O=C(Cc1ccccc1)N1CCCCN2[C@H](CO)[C@H](c3ccc(C#Cc4ccccc4)cc3)[C@H]2C1,0,-2.3,-9[16.7 µM],/,/,-12,14
COC(=O)[C@@H]1[C@@H](CO)[C@@H]2Cn3c(ccc(-c4ccccc4)c3=O)[C@H]1N2CC1CCCC1,/,-2.9,/,-2,/,-9,1
c1cncc(CNC2CCCCC2)c1,3,1.1,-4,-1,5,16,-2
Cn1c(O)c(/C=C2\N=c3ccccc3=C2CCNC(=S)NC2CC2)c(=O)n(C)c1=O,21,-3.4,/,28,2,-36,17
O=C(Cc1cccnc1)N1CCCCN2[C@H](CO)[C@@H](c3ccc(C#CC4(O)CCCC4)cc3)[C@H]2C1,-10,-1.3,0[16.7 µM],-2,/,15,-6
CNC(=O)O/N=C/c1nn(C(=O)C(C)(C)C)cc1Br,12,-0.3,-2,2,0,/,3
COC(=O)c1cn(Cc2ccc(F)cc2)c2ccccc12,-2,-1.6,-6,1,/,-2,1
CC1CN1c1cc2c(c3c1ccn3C)C1CCC2C1 (stereo unspecified),42,2.3,4,-32,7,/,?
C=CCNC(=S)N1Cc2cc(Br)ccc2-n2nncc2C1,-2,2.5,8,22,-1,5,-13
O=C(CN1CCCC1)Nc1ccc(Cl)cc1C(=O)c1ccccc1,-8,-0.5,/,11,2,9,8
C[C@]12CCC3C(CC[C@H]4C[C@@H](O)CC[C@]34C)[C@H]1C=CC2=O (stereo partly specified),31,-4.7,0,1,6,-5,4
CC1=CC(=O)C2=C(C)C[C@H](O)[C@@H]3[C@H](OC(=O)[C@H]3C)[C@@H]12,6,6.4,2,-1,-13,6,-1
CCOC(=O)c1sc(/N=C/c2c(O)n(-c3ccccc3)c(=O)[nH]c2=O)c(C#N)c1C,-6,/,-11,/,/,-12,/
O=[N+]([O-])c1cc(S(=O)(=O)c2ccc(O)c([N+](=O)[O-])c2)ccc1O,-9,/,/,/,-3,19,/
CN1C(=O)C(=Cc2ccccc2OS(=O)(=O)c2ccccc2)C(=O)N(C)C1=O,-24,1.4,-2,-10,-1,-25,-2
Cc1nn(Cc2ccccc2Cl)c(Cl)c1C(=O)OC(C(=O)NC(N)=O)C(C)C (stereo unspecified),-1,/,-3,/,6,-30,/
CCc1n[nH]c(CCN)n1,-12,2.0,0,-10,5,28,-3
O=c1c2ccccc2[nH]c(=S)n1-c1ccc2c(c1)OCCO2,-34,-1.3,/,-48,8,11,?
Fc1cccc(-c2ccc3c(c2)CNCc2cnnn2-3)c1,-23,2.9,10,-9,6,1,-4
C[C@]12CCC(=O)C(O)=C1CC[C@@H]1[C@@H]2CC[C@]2(C)C(=O)CC[C@@H]12,14,-1.0,-1,0,-6,/,2
COc1ccc2nc(-c3ccc(CN4CCC(n5c(=O)[nH]c6cc(Cl)ccc65)CC4)cc3)c(-c3ccccc3)nc2c1,30,0.5,/,11,0,-40,-1
COC(=O)C1=C(c2ccc(OC)c(OC)c2)C[C@@H]2CC[C@H]1N2C(=O)NCc1ccco1,10,1.4,-1,-4,12,2,?
c1ccc(CN2CCN(Cc3ccc4ccccc4c3)CC2)cc1,-11,-2.9,-4,41,5,2,11
O=C(CN1CCCC1=O)NCCc1ccccc1,14,/,1,-6,/,11,17
CC1(O)CCC2C3CCC4=CC(=O)CCC4=C3C=CC21C (stereo unspecified),1,-5.3,-6,6,1,/,-8
Cc1cccc(N2C(=O)NC(=O)/C(=C\c3cc(C)n(-c4sc5c(c4C#N)CCCC5)c3C)C2=O)c1C,23,/,/,/,-3,-23,/
CCOC(=O)c1ccc(N2C(=O)CC(N3CCC(C#N)(c4ccccc4)CC3)C2=O)cc1 (stereo unspecified),-2,/,1,/,8,/,/
Cc1nn(Cc2ccccc2Cl)c(C)c1C(=O)OCC(=O)NC1CCCC(C)C1C (stereo unspecified),-5,/,/,/,-6,0,/
CSCc1nnc2n1-c1ccc(Cl)cc1C(c1ccccc1)=NC2,26,-0.1,-7,-7,4,24,-5
COc1ccc(-n2c(/C=C/c3ccc(O)c(OC)c3)nc3ccccc3c2=O)cc1,28,-6.8,-3,-3,3,-2,3
CC(C)(C)C(O)C(Oc1ccc(Cl)cc1)n1cncn1 (stereo unspecified),4,-0.6,3,0,-5,-5,8
Cc1cccc(C)c1-n1nnnc1C(CCc1ccccc1)N1CCC(n2c(=O)[nH]c3ccccc32)CC1 (stereo unspecified),-18,-0.5,-14,37,6,-12,-13
Nc1ccc2ccccc2c1,22,-2.7,/,-23,-8,14,-11
CNCC(O)c1ccc(O)cc1 (stereo unspecified),-18,0.4,2,4,11,4,-8
COCC#Cc1ccc([C@@H]2[C@H]3CN(C(=O)Cc4ccccn4)CCCCN3[C@H]2CO)cc1,-10,0.8,-5[16.7 µM],-11,/,4,8
C[C@@H]1CN([C@H](C)CO)C(=O)CCCn2nncc2CO[C@@H]1CN(C)C(=O)Oc1ccc2ccccc2c1,6&-6,-2.4&-0.4,-6,3&5,11&9,-4,8&-9
CCN1CCN(S(=O)(=O)c2ccc(Cl)c(C(=O)Nc3ccc(C(=O)N(CC)CC)cc3)c2)CC1,24,-0.3,/,24,-2,-11,10
CCOP(=O)(OCC)C(NC(=O)CC(C)C)C(Cl)(Cl)Cl (stereo unspecified),-5,-0.1,/,-5,1,3,11
NC(Cc1ccc(Cl)cc1)c1csc(Nc2ncccn2)n1 (stereo unspecified),57,-1.5,-10,-2,8,-3,-3
CCC(C)N1Cc2ccccc2C1=N (stereo unspecified),/,/,-5,/,7,5,/
O=P(C(c1ccc2c(c1)OCO2)N1CCOCC1)(N1CCOCC1)N1CCOCC1 (stereo unspecified),2,/,2,/,8,/,/
N=C1C(c2ccccc2)=C(O)CN1Cc1ccco1,/,-3.0,-11,-11,/,-1,-5
CC(=O)N1CC(=O)Nc2ccc(F)cc2C1c1ccccc1 (stereo unspecified),8,-1.9,-17,8,2,-2,18
O=C(OCC(=O)c1ccc([N+](=O)[O-])cc1)/C(=C\c1ccc(Cl)cc1)NC(=O)c1ccccc1,/,/,2,/,-4,-39,/
O=C1OCCC1NC1=NCCC1 (stereo unspecified),2,/,-7,/,9,/,/
COc1ccc(CC2C(=O)NC(C)C(=O)N(C)C3C(=O)N(C)C(Cc4ccc(O)c(c4)Oc4ccc(cc4)C3O)C(=O)NC(C)C(=O)NC(C)C(=O)N2C)cc1 (stereo unspecified),110*,-0.6,-14,44,20,/,107*
COc1ccc(C(=O)C2CCCN(Cc3cnc(C)s3)C2)c(OC)c1 (stereo unspecified),14,-2.3,-5,1,-19,-8,0
COCCNCCOc1ccc(C(C)(C)c2ccccc2)cc1,31,-0.6,1,11,0,-17,-5
CC(C)N1CCN(Cc2cc3c(cc2Cl)OCO3)CC1CCO (stereo unspecified),-1,-1.1,-5,4,-16,36,-2
C#C[C@]1(O)CCC2C3C(=O)C=C4C=CCC[C@]4(C)C3CC[C@@]21C (stereo partly specified),11,0.8,-1,8,-2,/,-13
CCN1CC2([N+](=O)[O-])CC=C(Cl)C([N+](=O)[O-])(C1)C2 (stereo unspecified),5,/,/,8,3,4,0
CCCCn1c(N)c(C(=O)OCC2CCCO2)c2nc3ccccc3nc21 (stereo unspecified),/,-5.0,-6,-3,/,-12,0
COC(=O)C1=C(c2ccc(OCc3ccccc3)cc2)C[C@@H]2CC[C@H]1N2C(=O)NCc1ccc2c(c1)OCO2,40,-2.1,-11,9,-1,-8,?
CN(C)C(=O)Oc1cccc(-c2cn3cc(Cl)ccc3n2)c1,-104,/,-2,/,-10,4,/
# Next section:
SMILES,PAX8 reporter,CFTR F508del cor,miR-122 sensor,EWS-Fli inh,FN deposit inh,GSIS activator,DENV2 CPE rescue
COC(=O)C1=C(c2ccc(S(C)(=O)=O)cc2)C[C@@H]2CC[C@H]1N2C(=O)NC1CCCCC1,-6,-0.5,4,4,-1,9,-3
CCOc1ccc(C2C(C#N)=C(N)Oc3c2c(=O)oc2ccccc32)cc1 (stereo unspecified),/,/,-7,/,-9,-17,/
COC(=O)C1=C(c2ccc(Cl)c(C(F)(F)F)c2)C[C@@H]2CC[C@H]1N2C(=O)N1CCC(O)(c2ccc(Cl)cc2)CC1,19,-2.7,/,7,6,-12,0
O=C(c1ccccc1F)c1cn(CC(=O)N2CCCC2)c2ccccc12,21,/,2,/,-5,/,/
COc1ccc(OCC(=O)N2CCN(Cc3ccc(SC)cc3)CC2)cc1,19,0.2,-5,1,12,0,-4
O=C1CN(O)C(c2ccccc2)=c2cc(Br)ccc2=N1,-10,0.4,-1,-2,-4,16,1
CC12CN3CCN(CC(C3)/C1=N/NC(N)=O)C2,11,/,/,-9,0,-8,1
O=C(Cc1ccncc1)N1CCCCN2[C@@H](CO)[C@@H](c3ccc(-c4ccncc4)cc3)[C@@H]2C1,1,0.9,0[16.7 µM],/,/,-4,3
O=C1NCN(c2ccccc2)C12CCN(C(c1cccc3ccccc13)c1nnnn1Cc1ccccc1)CC2 (stereo unspecified),-7,0.4,11,-10,/,-5,-1
CC1=C[C@@H]2c3cccc4[nH]cc(c34)C[C@H]2N(C)C1,0,7.1,/,4,-1,-14,-3
Brc1ccc2[nH]cc(/C=N/N3CCCCC3)c2c1,6,/,/,12,5,2,1
N=c1sc2c(n1Cc1ccccc1)CCCC2,/,-0.7,/,4,/,16,-2
Cc1ccc(-n2c(/C=C/c3ccccn3)nc3ccccc3c2=O)cc1,3,-1.3,/,-6,-4,-11,4
COc1ccc2[nH]cc(CCN=C(N)N)c2c1,2,0.1,-1,8,-3,12,/
C=Cn1ccnc1P(=S)(c1c(C)nn(-c2ccccc2)c1C)c1nccn1C=C,/,/,-3,/,/,-13,-5
CCCC1CCCCC12C(=O)NC(=O)NC2=O (stereo unspecified),-10,0.3,-5,-5,1,11,1
CCC(=NCc1cccnc1)c1c(O)n(-c2ccccc2)c(=O)[nH]c1=O,-7,0.8,8,8,-31,13,0

# Structural class, those above containing a cyano group.
SMILES,PAX8 reporter,CFTR F508del cor,miR-122 sensor,EWS-Fli inh,FN deposit inh,GSIS activator,DENV2 CPE rescue
CCOC(=O)c1sc(/N=C/c2c(O)n(-c3ccccc3)c(=O)[nH]c2=O)c(C#N)c1C,-6,/,-11,/,/,-12,/
Cc1cccc(N2C(=O)NC(=O)/C(=C\c3cc(C)n(-c4sc5c(c4C#N)CCCC5)c3C)C2=O)c1C,23,/,/,/,-3,-23,/
CCOC(=O)c1ccc(N2C(=O)CC(N3CCC(C#N)(c4ccccc4)CC3)C2=O)cc1 (stereo unspecified),-2,/,1,/,8,/,/
CCOc1ccc(C2C(C#N)=C(N)Oc3c2c(=O)oc2ccccc32)cc1 (stereo unspecified),/,/,-7,/,-9,-17,/
